Bioassay records as filed in PubChem.
All columns: NCI-60 one-dose screen, growth in % after 48 h at 10 µM unless noted; 100 = growth as untreated, 0 = no growth, -100 = all killed.
UACC-62 – UACC-62 melanoma; 5.4% of 81,000 active
SK-MEL-5 – SK-MEL-5 melanoma; 6.4% of 80,000 active
UACC-257 – UACC-257 melanoma. 4.4% of 78,000 active. AID 1794764
HS 578T – HS 578T breast cancer; 4.1% of 78,000 active; AID 1794788
SK-MEL-28 – SK-MEL-28 melanoma. 4.1% of 81,000 active
SK-MEL-2 – SK-MEL-2 melanoma; 4.7% of 77,000 active
LOX IMVI – LOX IMVI melanoma | 7.4% of 79,000 active | AID 1794757
MALME-3M – MALME-3M melanoma. 5.8% of 78,000 active. AID 1794766
Numbers without * were called inactive; & = joins results of further samples. How the source made its calls: active means growth percent below 10; inactive means the rest.

How did O=C1/C(=C\c2ccc[nH]2)c2ccccc2N1c1c(Cl)cccc1Cl do in these assays?
UACC-62: 64; SK-MEL-5: 89; UACC-257: 95; HS 578T: 94; SK-MEL-28: 79; SK-MEL-2: 88; LOX IMVI: 91; MALME-3M: 77

How did COc1ccc(-c2nocc2-c2cccs2)cc1 do in these assays?
UACC-62: 93; UACC-257: 118; HS 578T: 91; SK-MEL-28: 103; SK-MEL-2: 103; LOX IMVI: 108; MALME-3M: 106

Results for Cc1sc2nc3[nH]/c(=C\c4ccc(Cl)cc4)c(=O)n3c(=O)c2c1C ?
UACC-62: 99; SK-MEL-5: 99; HS 578T: 111; SK-MEL-28: 100; LOX IMVI: 103; MALME-3M: 102

Results for CCN(c1cc(-c2ccc(CN3CCC(/C=C/S(=O)(=O)c4ccccc4)CC3)cc2)cc(C(=O)NCc2c(C)cc(C)[nH]c2=O)c1C)C1CCOCC1 ?
UACC-62: 77; SK-MEL-5: 72; UACC-257: 75; HS 578T: 62; SK-MEL-28: 98; SK-MEL-2: 93; LOX IMVI: 69; MALME-3M: 67

Results for CC(=O)Nc1ccc(OCc2ccccc2)cc1[N+](=O)[O-] ?
UACC-62: 91; SK-MEL-5: 109; UACC-257: 116; HS 578T: 108; SK-MEL-28: 119; SK-MEL-2: 105; LOX IMVI: 108; MALME-3M: 130

Results for Cc1cc(C)n(C(=O)c2sc(=S)n(-c3ccccc3)c2NC(=S)NC(=O)c2ccccc2)n1 ?
UACC-62: 88; SK-MEL-5: 102; UACC-257: 99; HS 578T: 105; SK-MEL-28: 107; SK-MEL-2: 108; LOX IMVI: 102; MALME-3M: 61

What do the screens show for `COC(=O)c1c(C(=O)OC)c(-c2cccc(Cl)c2)n2c1CCC2`?
UACC-62: 88; SK-MEL-5: 93; UACC-257: 122; HS 578T: 98; SK-MEL-28: 101; LOX IMVI: 105; MALME-3M: 104

Results for O=c1oc2ccc(Cl)cc2c(=O)n1-c1ccc(Cl)cc1F ?
UACC-62: -11*; SK-MEL-5: -87*; UACC-257: -15*; HS 578T: -5.3*; SK-MEL-28: 0.6*; SK-MEL-2: -31*; LOX IMVI: 3.6*; MALME-3M: -30*

What do the screens show for `O=C(/C=C/c1cccnc1)/C=C/c1cccnc1`?
UACC-62: -69*; SK-MEL-5: 21; UACC-257: 31; HS 578T: -16*; SK-MEL-28: -78*; SK-MEL-2: 64; LOX IMVI: -84*; MALME-3M: -8.2*

What do the screens show for `NN1c2nc3c(cnn3-c3ccccc3)c(=O)n2N=C2C(NC(=S)N2c2ccccc2)C1c1ccccc1` (configuration not stated)?
UACC-62: 74; SK-MEL-5: 88; UACC-257: 102; HS 578T: 88; SK-MEL-28: 107; SK-MEL-2: 100; MALME-3M: 110

Results for CS(=O)(=O)c1ccc(-c2cc3c(oc2=O)-c2ccccc2OC3O)cc1 (configuration not stated) ?
UACC-62: 92; SK-MEL-5: 101; UACC-257: -3.9*; HS 578T: 88; SK-MEL-28: 101; SK-MEL-2: 99; LOX IMVI: 98; MALME-3M: 101

How did C=CCN1c2ccccc2Sc2cnccc21 do in these assays?
UACC-62: 99&96; SK-MEL-5: 108&82; UACC-257: 110&106; HS 578T: 104&108; SK-MEL-28: 103&100; SK-MEL-2: 90&101; LOX IMVI: 94&98; MALME-3M: 115&100

How did C#C[C@]1(O)CCC[C@H]2[C@@H]3CC[C@@H]4C[C@H](OC(C)=O)CC[C@]4(C)[C@H]3C(=O)C[C@@]21C do in these assays?
UACC-62: 71; SK-MEL-5: 82; UACC-257: 87; HS 578T: 95; SK-MEL-28: 110; SK-MEL-2: 105; LOX IMVI: 88

Results for CCOC(=O)c1ccc2c(c1)[n+](=O)c(C(=O)c1ccccc1)c(C)n2[O-] ?
UACC-62: 93; SK-MEL-5: 66; UACC-257: 94; HS 578T: 120; SK-MEL-28: 126; SK-MEL-2: 106; LOX IMVI: 98; MALME-3M: 84

How did Cc1cc(=O)oc2cc(OCCOc3ccc(/C=C/C(=O)N4CCOCC4)cc3)ccc12 do in these assays?
UACC-62: 95; SK-MEL-5: 93; UACC-257: 106; HS 578T: 110; SK-MEL-28: 99; SK-MEL-2: 104; LOX IMVI: 104; MALME-3M: 103

What do the screens show for `CN(C)c1cccc([N+](=O)[O-])c1`?
UACC-62: 94; SK-MEL-5: 116; UACC-257: 103; HS 578T: 119; SK-MEL-28: 79; SK-MEL-2: 101; LOX IMVI: 104; MALME-3M: 117

Results for COc1cc(-c2nc(SCCC(C)C)nc(-n3ccnc3)c2C#N)cc(OC)c1OC ?
UACC-62: 72; SK-MEL-5: 90; UACC-257: 101; HS 578T: 104; SK-MEL-28: 99; SK-MEL-2: 100; LOX IMVI: 91; MALME-3M: 119

What do the screens show for `O=C(CCCN1C(=O)/C(=C/c2ccccc2F)SC1=S)N1CCOCC1`?
UACC-62: 81; SK-MEL-5: 97; UACC-257: 84; HS 578T: 99; SK-MEL-28: 90; SK-MEL-2: 115; LOX IMVI: -64*; MALME-3M: 73

How did Cc1ccc(-c2cc(-c3cccc(Cl)c3)[nH]c(=O)c2C#N)s1 do in these assays?
UACC-62: 87; SK-MEL-5: 101; UACC-257: 114; HS 578T: 108; SK-MEL-28: 119; SK-MEL-2: 109; LOX IMVI: 98; MALME-3M: 114

What do the screens show for `Cn1c(=O)[nH]c2nc(SCC(=O)c3ccccc3)[nH]c2c1=O`?
UACC-62: 97; UACC-257: 104; HS 578T: 97; SK-MEL-28: 107; SK-MEL-2: 108; LOX IMVI: 100; MALME-3M: 102

What do the screens show for `O=C(CSc1nc2sc3c(c2c(=O)n1-c1ccc(Cl)cc1)CCCC3)NNC(=O)c1ccc(Br)cc1`?
UACC-62: 37; SK-MEL-5: 74; UACC-257: 99; HS 578T: 57; SK-MEL-28: 79; SK-MEL-2: 99; LOX IMVI: 52; MALME-3M: 69

What do the screens show for `O=C(O)Cn1c(=S)sc2ccccc21`?
UACC-62: 101; SK-MEL-5: 102; UACC-257: 93; HS 578T: 101; SK-MEL-28: 105; SK-MEL-2: 91; LOX IMVI: 96; MALME-3M: 99

What do the screens show for `CC1(C)C(N)=Nc2cc(OCCCCN3Cc4ccccc4C3)c(OCC3CC3)cc21`?
UACC-62: 83; SK-MEL-5: 58; UACC-257: 1.1*; HS 578T: 88; SK-MEL-28: 54; SK-MEL-2: 110; LOX IMVI: 26; MALME-3M: 2.0*

Results for O=[N+]([O-])c1ccc(Sc2cccc[n+]2[O-])c2nonc12 ?
UACC-62: 51; SK-MEL-5: 72; UACC-257: 91; HS 578T: 25; SK-MEL-28: 24; SK-MEL-2: 93; LOX IMVI: 2.1*; MALME-3M: 100

Results for CC(=O)c1c(OC(C)C(=O)O)ccc2ccccc12 (configuration not stated) ?
UACC-62: 118; SK-MEL-5: 105; UACC-257: 90; HS 578T: 96; SK-MEL-28: 104; SK-MEL-2: 114; LOX IMVI: 105; MALME-3M: 110

Results for COc1ccc2cc(-c3cn(CCCCCc4ccc(/C=C/C(=O)c5cc(Cl)ccc5O)cc4OC)nn3)ccc2c1 ?
UACC-62: 81; SK-MEL-5: 98; UACC-257: 108; HS 578T: 60; SK-MEL-28: 107; SK-MEL-2: 123; LOX IMVI: 93

What do the screens show for `CN(Cc1cc(Cl)cc(Cl)c1O)Cc1cc(Cl)cc(Cl)c1O`?
UACC-62: 65; UACC-257: 82; HS 578T: 93; SK-MEL-28: 87; SK-MEL-2: 93; LOX IMVI: 58; MALME-3M: 93

What do the screens show for `Cc1cc(=O)oc2cc(OCCCCOc3ccc(/C=C/C(=O)Nc4ccccc4Cl)cc3)ccc12`?
UACC-62: 93; SK-MEL-5: 101; UACC-257: 104; HS 578T: 106; SK-MEL-28: 101; SK-MEL-2: 116; LOX IMVI: 102; MALME-3M: 94

Results for CCOC(=O)/C=C1/SC(=Nc2ccc(C)cc2)N(Cc2ccco2)C1=O ?
UACC-62: 59; SK-MEL-5: 74; UACC-257: 52; HS 578T: 85; SK-MEL-28: 86; SK-MEL-2: 73; LOX IMVI: 60; MALME-3M: 81

What do the screens show for `CC(=O)c1cc2ccccc2c2ccccc12`?
UACC-62: 97; SK-MEL-5: 101; UACC-257: 110; HS 578T: 101; SK-MEL-28: 110; SK-MEL-2: 101; LOX IMVI: 96; MALME-3M: 106

Results for Nc1nc2c(c(=O)[nH]1)C(c1ccc3c(c1)OCO3)C=C(C(=O)O)N2 (configuration not stated) ?
UACC-62: 116; SK-MEL-5: 102; UACC-257: 97; HS 578T: 106; SK-MEL-28: 96; SK-MEL-2: 116; MALME-3M: 101

What do the screens show for `CCN(CC)Cc1cccc(C(=O)OC)c1`?
UACC-62: 103; SK-MEL-5: 97; UACC-257: 73; HS 578T: 109; SK-MEL-28: 104; SK-MEL-2: 100; LOX IMVI: 94; MALME-3M: 95

What do the screens show for `COc1ccc(/C=C2\CS(=O)(=O)C/C(=C\c3ccc(OC)cc3)C2=O)cc1`?
UACC-62: -64*; SK-MEL-5: -92*; UACC-257: -81*; HS 578T: 48; SK-MEL-28: -23*; SK-MEL-2: -7.4*; LOX IMVI: -27*; MALME-3M: -23*

Results for C=CCOC(=O)C1=C(C)NC2=C(C(=O)CC(C)(C)C2)C1c1ccc(O)cc1 (configuration not stated) ?
UACC-62: 91; SK-MEL-5: 108; UACC-257: 88; HS 578T: 87; SK-MEL-28: 118; SK-MEL-2: 96; LOX IMVI: 103; MALME-3M: 100

How did O=C(NCCCCCCCCCC[P+](c1ccccc1)(c1ccccc1)c1ccccc1)c1ccc(-n2nc(-c3ccccc3O)nc2-c2ccccc2O)cc1 do in these assays?
UACC-62: -89*; SK-MEL-5: -100*; UACC-257: -72*; HS 578T: -22*; SK-MEL-28: -94*; SK-MEL-2: -80*; LOX IMVI: -97*; MALME-3M: -94*

How did CCCCCN1C(=O)/C(=c2\sc3n(c2=O)C2C(NN=3)N(CC)C(=O)N2CC)c2cc(C)ccc21 (configuration not stated) do in these assays?
UACC-62: 81; SK-MEL-5: 103; UACC-257: 100; HS 578T: 101; SK-MEL-28: 112; SK-MEL-2: 115; LOX IMVI: 61; MALME-3M: 102

Results for CCCCC(O)(CC)CC ?
UACC-62: 102; SK-MEL-5: 98; UACC-257: 97; HS 578T: 97; SK-MEL-28: 102; SK-MEL-2: 113; LOX IMVI: 97; MALME-3M: 88

Results for CC(=O)OCC1OC(OC2OC(COC(C)=O)C(OC(C)=O)C(OC(C)=O)C2OC(C)=O)C(OC(C)=O)C(OC(C)=O)C1OC(C)=O (configuration not stated) ?
SK-MEL-5: 104; UACC-257: 100; HS 578T: 99; SK-MEL-28: 106; SK-MEL-2: 101; LOX IMVI: 98; MALME-3M: 101

What do the screens show for `Cc1nc2ccccc2c(=O)n1N`?
UACC-62: 99&97; SK-MEL-5: 114&101; UACC-257: 89&89; HS 578T: 112&100; SK-MEL-28: 115&102; SK-MEL-2: 116&93; LOX IMVI: 97&94; MALME-3M: 119&104

Results for COc1ccc2[nH]cc(/C=N/Nc3nc4ccccc4s3)c2c1 ?
UACC-62: 73; SK-MEL-5: 84; UACC-257: 82; HS 578T: 61; SK-MEL-28: 83; SK-MEL-2: 80; LOX IMVI: 31; MALME-3M: 98

Arranged by formula weight (rising): part of the list above.
What do the screens show for `CC(=O)c1cc2ccccc2c2ccccc12`?
UACC-62: 97; SK-MEL-5: 101; UACC-257: 110; HS 578T: 101; SK-MEL-28: 110; SK-MEL-2: 101; LOX IMVI: 96; MALME-3M: 106

What do the screens show for `CCN(CC)Cc1cccc(C(=O)OC)c1`?
UACC-62: 103; SK-MEL-5: 97; UACC-257: 73; HS 578T: 109; SK-MEL-28: 104; SK-MEL-2: 100; LOX IMVI: 94; MALME-3M: 95

How did C=CCN1c2ccccc2Sc2cnccc21 do in these assays?
UACC-62: 99&96; SK-MEL-5: 108&82; UACC-257: 110&106; HS 578T: 104&108; SK-MEL-28: 103&100; SK-MEL-2: 90&101; LOX IMVI: 94&98; MALME-3M: 115&100

How did COc1ccc(-c2nocc2-c2cccs2)cc1 do in these assays?
UACC-62: 93; UACC-257: 118; HS 578T: 91; SK-MEL-28: 103; SK-MEL-2: 103; LOX IMVI: 108; MALME-3M: 106

Results for O=c1oc2ccc(Cl)cc2c(=O)n1-c1ccc(Cl)cc1F ?
UACC-62: -11*; SK-MEL-5: -87*; UACC-257: -15*; HS 578T: -5.3*; SK-MEL-28: 0.6*; SK-MEL-2: -31*; LOX IMVI: 3.6*; MALME-3M: -30*

Results for COc1ccc2cc(-c3cn(CCCCCc4ccc(/C=C/C(=O)c5cc(Cl)ccc5O)cc4OC)nn3)ccc2c1 ?
UACC-62: 81; SK-MEL-5: 98; UACC-257: 108; HS 578T: 60; SK-MEL-28: 107; SK-MEL-2: 123; LOX IMVI: 93

The listing continues.
How did COc1cc(/C=C/C(=O)N2CCN(C(=O)/C=C/c3ccc(C(F)(F)F)cc3)CC2)cc(OC)c1OC do in these assays?
UACC-62: 87; SK-MEL-5: 72; UACC-257: 84; HS 578T: 106; SK-MEL-28: 101; SK-MEL-2: 107; LOX IMVI: 92; MALME-3M: 118

What do the screens show for `O=C(O)Cn1nnnc1COc1ccc(Cl)cc1`?
UACC-62: 105; SK-MEL-5: 108; UACC-257: 91; HS 578T: 98; SK-MEL-28: 113; SK-MEL-2: 84; LOX IMVI: 101; MALME-3M: 98

How did COc1cc(NC(C)=O)ccc1C(=O)NC(=S)Nc1ccc(S(N)(=O)=O)cc1 do in these assays?
UACC-62: 84; SK-MEL-5: 70; UACC-257: 100; HS 578T: 95; SK-MEL-28: 93; SK-MEL-2: 95; LOX IMVI: 87; MALME-3M: 83

How did CN(C)c1nc(NCCNS(=O)(=O)c2ccc(C3=Nc4c(N)nc(N)nc4NC(c4ccc(Cl)cc4)C3)cc2)nc(Nc2ccc(F)cc2)n1 (configuration not stated) do in these assays?
UACC-62: 26; SK-MEL-5: -49*; UACC-257: 43; HS 578T: 56; SK-MEL-28: 39; SK-MEL-2: -2.7*; LOX IMVI: -56*; MALME-3M: 15
